Screening results from PubChem BioAssay.
M4 ag – human M4 muscarinic receptor agonists, primary screen, CHO-K1 cells, Fluo-8 calcium fluorescence; CHO-K1 hM4/Gqi5; vehicle 0%, full acetylcholine response 100%; activation, % at 3 µM; actives 0.14% (n = 360,000); AID 624127, 2012;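 active = activation above the run mean over all test wells plus 3 SD, cut at about 32% in these data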;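 also: peak over basal fluorescence ratio per well then scaled between controls; 0% = DMSO wells and 100% = acetylcholine at EC100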
Target sequence (P08173 whole entry, looked up): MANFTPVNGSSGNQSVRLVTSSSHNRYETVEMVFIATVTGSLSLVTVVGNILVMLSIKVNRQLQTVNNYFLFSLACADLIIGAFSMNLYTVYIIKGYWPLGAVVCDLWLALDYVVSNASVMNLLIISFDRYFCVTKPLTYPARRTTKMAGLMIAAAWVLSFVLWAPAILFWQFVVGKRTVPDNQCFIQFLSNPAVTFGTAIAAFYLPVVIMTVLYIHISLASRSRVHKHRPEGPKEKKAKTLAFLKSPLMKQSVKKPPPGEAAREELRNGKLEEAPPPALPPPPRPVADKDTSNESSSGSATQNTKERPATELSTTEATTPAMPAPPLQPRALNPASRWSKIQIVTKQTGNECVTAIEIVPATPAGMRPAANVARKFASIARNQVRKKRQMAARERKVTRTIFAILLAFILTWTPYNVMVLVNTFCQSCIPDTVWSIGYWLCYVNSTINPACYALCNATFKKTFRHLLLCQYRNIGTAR
CHO-K1 Ca antag – nonselective inhibitor or artifact in parental CHO-K1 cells | actives 0.6% (n = 360,000) | inhibition, % at 3 µM | ATP-induced calcium, Fluo-8 fluorescence;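 active = inhibition above a per-plate cutoff, the plate's mean sample inhibition plus 3 SD, cut at about 24% in these data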;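 also: 0% = DMSO plus EC80 ATP and 100% = DMSO alone without ATP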
M5 ag – human M5 muscarinic receptor agonists, primary screen, CHO-K1 cells, Fluo-8 calcium fluorescence; Muscarinic acetylcholine receptor M5 (Homo sapiens), P08912; CHO-K1 hM5 cells; 0% DMSO wells, 100% maximal acetylcholine response; activation, % at 3 µM; actives 0.19% (n = 360,000); AID 624037, 2012;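 active = activation above the run's mean over test compounds plus 3 SD, cut at about 23% in these data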;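 also: signal is peak over basal fluorescence ratio across the kinetic read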
Target sequence (P08912 whole entry, looked up): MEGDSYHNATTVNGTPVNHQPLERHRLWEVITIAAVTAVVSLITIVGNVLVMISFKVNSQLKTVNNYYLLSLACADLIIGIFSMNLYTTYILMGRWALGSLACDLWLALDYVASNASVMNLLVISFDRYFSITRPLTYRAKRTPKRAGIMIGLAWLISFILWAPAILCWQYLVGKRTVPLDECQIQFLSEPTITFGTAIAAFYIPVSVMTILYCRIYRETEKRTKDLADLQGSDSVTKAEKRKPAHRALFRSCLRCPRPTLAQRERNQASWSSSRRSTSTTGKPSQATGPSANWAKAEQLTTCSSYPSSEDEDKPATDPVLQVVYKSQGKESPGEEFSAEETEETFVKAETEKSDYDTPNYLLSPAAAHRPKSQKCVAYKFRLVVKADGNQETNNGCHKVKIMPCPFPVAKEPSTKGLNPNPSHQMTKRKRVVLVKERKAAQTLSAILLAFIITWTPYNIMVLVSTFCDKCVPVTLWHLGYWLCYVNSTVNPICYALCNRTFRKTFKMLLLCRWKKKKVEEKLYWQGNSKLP
M4 antag – human M4 muscarinic receptor antagonists, primary screen, CHO cells, Fluo-8 calcium fluorescence; Muscarinic acetylcholine receptor M4 (Homo sapiens), P08173; CHO-hM4 cells, ACh EC80; inhibition, % at 3 µM; actives 0.73% (n = 360,000);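 active = inhibition above its plate's cutoff, the mean inhibition of sample wells plus 3 SD, cut at about 27% in these data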;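 also: 0% = acetylcholine EC80 with DMSO and 100% = DMSO without agonist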
M4 PAM – human M4 muscarinic receptor positive allosteric modulators, primary screen, CHO-K1 cells, Fluo-8 calcium fluorescence; Muscarinic acetylcholine receptor M4 (Homo sapiens), P08173; CHO-K1 hM4/Gqi5, ACh EC20; 0% = ACh EC20, 100% = maximal ACh; activation, % at 3 µM; actives 0.4% (n = 360,000); AID 624126, 2012;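 active = activation above its plate's cutoff, the mean activation of sample wells plus 3 SD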; also: some results filed as inactive read as strong as hits
M1 ag parental – counter-screen for M1 agonists: effect in parental CHO-K1 cells; Fluo-8 calcium fluorescence; scaled to maximal ATP response, vehicle zero; actives 0.48% (n = 360,000); activation, % at 3 µM; in the data active = activation above about 15%;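 also: untransfected CHO-K1 host cells lacking M1 receptor as counterscreen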
M5 antag – human M5 muscarinic receptor antagonists, primary screen, CHO cells, Fluo-8 calcium fluorescence; Muscarinic acetylcholine receptor M5 (Homo sapiens), P08912; CHO-hM5 cells, ACh EC80; inhibition, % at 3 µM; actives 0.59% (n = 360,000); AID 624040, 2012;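 active = inhibition above a per-plate cutoff, the mean of that plate's test compounds plus 3 SD, cut at about 27% in these data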;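 also: 0% = acetylcholine EC80 with DMSO and 100% = DMSO without agonist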
M1 PAM parental – nonselective calcium activators in parental CHO-K1 cells, primary screen, counter-screen for M1 PAM project, cell-based, Fluo-8 calcium fluorescence, full deck, 1536-well; AID 602247, 2012; ATP EC20; 0% at ATP EC20, 100% at ATP max; actives 0.02% (n = 360,000); activation, % at 3 µM;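 active = activation above the run cutoff, the mean activation of all test compounds plus 3 SD, cut at about 40% in these data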;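 also: peak over basal fluorescence ratio in a 140 s read after ATP addition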
CHRM5 PAM – human M5 muscarinic receptor positive allosteric modulators, primary screen, CHO-K1 cells, Fluo-8 calcium fluorescence. CHO-K1 hM5, ACh EC20 PAM; 0% = ACh EC20, 100% = ACh EC100. actives 0.3% (n = 360,000). activation, % at 3 µM. Muscarinic acetylcholine receptor M5 (Homo sapiens), P08912;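 active = activation above the run cutoff, the mean activation of all test compounds plus 3 SD, cut at about 18% in these data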
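System: CHO-K1 hM5 cells. Reagent: acetylcholine, EC20 level. Compound dosing: single dose, 3 µM nominal final test concentration. Timing: Post-acetylcholine fluorescence recording 140 s. Detection: Fluo-8 calcium fluorescence. Read-out: % activation, ACh-normalized. Benchmarks: ACh EC20 and EC100 wells. Repeats: singlicate, one well per test compound.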
An asterisk follows results filed as active. Rows are unselected. Share with any hit: about 2.7%.

Order of values – M4 ag	CHO-K1 Ca antag	M5 ag	M4 antag	M4 PAM	M1 ag parental	M5 antag	M1 PAM parental	CHRM5 PAM
1	CCCCCCC(O)(c1ccc(OC)cc1)C(CN1CCOCC1)c1ccccc1 (stereo unspecified)
    -1	-12	-2	-9	-6	-1.0	18	9	1
2	CCOc1ccc(NC(=O)c2ccc3c(c2)N(Cc2ccc(F)cc2)C(=O)CS3=O)cc1 (stereo unspecified)
    2	4	-2	-3	0	0.2	1	10	-6
3	O=C(CCNS(=O)(=O)c1cccs1)N1CCc2ccccc2C1
    3	-7	0	4	-2	2.2	15	13	-2
4	O=C(/C=C/c1ccccc1)NC(NC(=S)Nc1ccc(Cl)cc1Cl)C(Cl)(Cl)Cl (stereo unspecified)
    11	20	1	9	-24	4.8	34*	-11	-19
5	COc1ccc(-c2nnn(CCC(=O)O)n2)cc1
    3	-4	4	-4	6	0.5	0	9	3
6	O=C(COc1ccc2c3c(c(=O)oc2c1)CCC3)NCCCN1CCCC1=O
    0	-5	-6	1	-5	0.5	10	-4	-4
7	COc1ccc(C(C)=O)cc1COC(=O)C1CCN(C(=O)c2ccc(Cl)cc2)CC1
    9	-17	1	5	-5	7.8	8	9	-1
8	O=C(CSc1nnnn1-c1ccc(C(=O)O)cc1)NC1CCCCC1
    0	-12	0	9	-1	0.7	-4	4	0
9	C=CCN1C(=O)c2ccc(C(=O)N(C)CC(=O)Nc3ccccc3C(F)(F)F)cc2C1=O
    5	-4	0	-5	-1	2.6	3	-10	-8
10	Cc1ccc(NC(=O)c2cc(S(=O)(=O)N3CCCC3)c[nH]2)c(C)c1
    0	-12	2	-5	3	1.0	0	17	-2
11	COc1ccc(C(=O)n2nc(C)cc2C)cc1OC
    0	-14	-2	7	-1	0.4	2	24	7
12	CCN=C1S/C(=C\c2cn(CC(=O)NCCOC)c3ccccc23)C(=O)N1CC
    2	-11	1	4	-3	1.3	2	18	1
13	Cc1cccc(C2Nc3ccccc3C(=O)N2c2ccccc2)n1 (stereo unspecified)
    1	-13	-5	-6	-3	-0.1	-1	2	-3
14	CC(C)(C)C(=O)N1CCN(c2ccc(NC(=O)c3ccco3)cc2)CC1
    4	-1	0	-10	0	1.4	4	-9	0
15	CCCCNC(=O)Cc1coc2ccc3ccccc3c12
    -1	27*	0	7	6	-0.2	0	-4	1
16	CCCN(CCC)c1nc(Cl)nc(NCc2ccco2)n1
    -1	9	1	-3	-4	0.1	0	8	-1
17	Cc1ccc(N2C(=O)CSC2c2c(F)cccc2Cl)cc1 (stereo unspecified)
    -4	6	-7	86*	-30	-0.3	68*	-1	-17
18	Cc1nn(-c2ccccc2)c(N2CCCC2)c1/C=N/NC(=O)c1cc(-c2ccccc2)nc2ccccc12
    6	22	1	6	-10	2.0	20	-3	-16
19	CC1CCc2c(C(=O)NCc3ccco3)csc2C1 (stereo unspecified)
    -1	7	-5	-3	-5	3.8	8	15	0
20	[O-][n+]1cccc2ncc3cscc3c21
    1	-2	-1	-1	1	0.2	14	6	-7
21	CCOc1ccc(-c2nnn(CC(=O)Nc3ccccc3OC)n2)cc1OCC
    2	-10	1	8	-1	0.5	-1	0	3
22	CN(C)C(CNC(=O)CCc1nc2sc3c(c2c(=O)[nH]1)CCCC3)c1ccccc1 (stereo unspecified)
    1	-14	-8	-1	-1	0.7	3	-8	1
23	Cc1ccc(C2(C)NC(=O)N(CC(=O)NNC(=O)c3ccoc3C)C2=O)cc1 (stereo unspecified)
    1	-3	-4	-4	0	0.6	7	5	-2
24	CCn1cc(SCC(=O)Nc2cc(C)on2)c2ccccc21
    0	-1	-1	-12	1	-0.4	0	6	-5
25	O=S(=O)(c1ccc(Cl)cc1Br)N1CCCCC1
    -1	-15	-6	6	-4	0.2	2	8	1
26	O=C(CNC(=O)c1ccccc1)OCCOc1cccc(Cl)c1
    0	6	-3	-5	2	0.3	10	2	-1
27	CCCN1CCC(=O)N([C@H](CSc2ccc(OC)cc2)CC(C)C)CC1
    3	14	-12	-4	-3	-0.8	6	-24	-1
28	Cc1ccc(S(=O)(=O)/N=C2\C=C(NS(=O)(=O)c3ccccc3)C(=O)c3ccccc32)c(C)c1
    0	-2	0	1	14	0.4	13	-14	-1
29	Cc1cccc(C)c1-n1nnnc1C1(C)CCC(=O)N1Cc1cccc(C(F)(F)F)c1 (stereo unspecified)
    3	3	1	4	0	1.1	6	-7	2
30	Cc1ccc(S(=O)(=O)NC2CCCCC2)cc1
    3	-14	-1	-13	3	0.2	0	-4	-5
31	S=c1[nH]nc(Nc2cccc3ccccc23)s1
    3	-10	0	-2	0	0.7	-6	9	8
32	O=C(COC(=O)CCc1nc2ccccc2c(=O)[nH]1)Nc1ccc2c(c1)OCO2
    1	-18	0	-8	-5	0.7	2	7	2
33	CCn1c(NC(=O)/C=C/c2ccc(F)cc2)nc2ccccc21
    6	-14	-2	-2	-8	4.7	6	-4	1
34	CCC1(c2ccccc2)NC(=O)N(CC(=O)Nc2ccc(OC)nc2)C1=O (stereo unspecified)
    3	6	12	-12	-3	1.4	6	-5	-4
35	C[C@@H]1CCCCO[C@@H](CN(C)Cc2ccc(Cl)c(Cl)c2)[C@@H](C)CN([C@H](C)CO)C(=O)c2cc(NC(=O)Nc3ccccc3)ccc2O1
    8	-1	1	-18	12	-0.3	2	-1	-1
36	O=C(CNc1cc(S(=O)(=O)N2CCOCC2)ccc1NCC1CCCO1)Nc1ccccc1F (stereo unspecified)
    2	-3	-4	-5	7	0.2	2	-9	-2
37	CN(c1ccccc1)C(c1ccc(F)cc1)c1nnnn1C1CCCC1 (stereo unspecified)
    -4	-2	-7	2	9	0.6	-2	20	-2
38	O=C(CCSCCC(=O)N1CCCC1)N1CCCC1
    1	-12	-2	-11	12	-0.2	-2	14	-4
39	CC1CC(=O)Nc2ccccc2N1C(=O)Nc1ccc(F)cc1F (stereo unspecified)
    1	-10	1	-5	0	0.8	6	2	-1
40	Cc1ccc(N(Cc2ccccc2F)S(C)(=O)=O)cc1C
    2	-20	-7	-3	0	0.8	5	20	-2
41	COc1ccc(NC(=S)N2N=CCC2c2ccccc2)cc1 (stereo unspecified)
    1	-9	-1	2	5	0.6	-2	15	3
42	Cc1ccc(CCN2CC(C(=O)NCCC(C)C)CC2=O)cc1 (stereo unspecified)
    0	-9	-2	-18	1	-0.2	1	-8	-5
43	CCOC(=O)c1c(/N=C/C2=C(O)CCCC2=O)sc2c1CCCC2
    -1	-2	-3	-5	6	0.1	-15	6	8
44	O=C(NCc1ccc(Cl)cc1)c1ccc(COCC(F)(F)F)o1
    2	-13	-4	-6	-5	2.4	0	20	2
45	COc1ccc(S(=O)(=O)Nc2cc(Sc3ncn[nH]3)c(O)cc2C)cc1
    0	-11	-1	1	1	0.3	5	17	-2
46	CC(=O)Oc1ccc(N(C(C)=O)S(=O)(=O)c2ccc3ccccc3c2)cc1Br
    3	1	-2	7	-11	3.9	12	-8	-3
47	CN(CC(=O)NCCc1ccc(Cl)cc1)S(=O)(=O)c1cccs1
    4	-16	1	-2	-8	3.2	6	0	1
48	CC(C)n1c(=O)c2ccccc2n1Cc1cn(-c2ccccc2)nn1
    1	-13	-2	-12	-1	0.1	-2	-3	-1
49	CCC1CCCCN1C(=O)CCNS(=O)(=O)c1ccc2c(c1)oc(=O)n2C (stereo unspecified)
    1	-7	-4	-1	6	0.5	-4	-10	0
50	CC(=O)c1ccc(NC(=O)CCCN2C(=O)C(c3ccccc3)Oc3cccnc32)cc1 (stereo unspecified)
    6	-16	-5	7	-5	5.4	13	19	-7
51	COc1cc(NCCCCCCN)c2ncccc2c1OC
    1	-14	1	-4	-1	1.1	9	12	5
52	Cc1ccc(S(=O)(=O)Nc2cccc3ncccc23)s1
    2	13	-10	28*	-2	0.7	26	9	-16
53	Cc1ccnc(NC(=O)CCC(=O)N(CC(=O)NC2CCCCC2)Cc2cccs2)c1
    1	-3	0	6	0	-0.1	8	11	0
54	O=C(Nc1ccc(N2CCCCCC2)cc1)c1ccc[nH]1
    1	-18	-2	5	5	0.6	6	-4	-18
55	CCCCn1nc2cc(C(=O)N[C@H](C)C3CCCCC3)ccc2c1OCC
    0	-9	-3	-5	-6	-1.7	0	3	-3
56	COc1ccc(C(=O)N2CCN(C(=O)c3ccco3)CC2)cc1OC
    1	-8	1	-3	8	0.9	-1	7	0
57	CCCn1c(=N)n(CC(=O)c2ccc(Cl)c(Cl)c2)c2ccccc21
    -1	-14	-4	4	2	0.3	6	5	-1

12 compounds already listed, arranged by SMILES length, high to low.
Order of values – M4 ag	CHO-K1 Ca antag	M5 ag	M4 antag	M4 PAM	M1 ag parental	M5 antag	M1 PAM parental	CHRM5 PAM
36	O=C(CNc1cc(S(=O)(=O)N2CCOCC2)ccc1NCC1CCCO1)Nc1ccccc1F (stereo unspecified)
    2	-3	-4	-5	7	0.2	2	-9	-2
46	CC(=O)Oc1ccc(N(C(C)=O)S(=O)(=O)c2ccc3ccccc3c2)cc1Br
    3	1	-2	7	-11	3.9	12	-8	-3
53	Cc1ccnc(NC(=O)CCC(=O)N(CC(=O)NC2CCCCC2)Cc2cccs2)c1
    1	-3	0	6	0	-0.1	8	11	0
45	COc1ccc(S(=O)(=O)Nc2cc(Sc3ncn[nH]3)c(O)cc2C)cc1
    0	-11	-1	1	1	0.3	5	17	-2
34	CCC1(c2ccccc2)NC(=O)N(CC(=O)Nc2ccc(OC)nc2)C1=O (stereo unspecified)
    3	6	12	-12	-3	1.4	6	-5	-4
55	CCCCn1nc2cc(C(=O)N[C@H](C)C3CCCCC3)ccc2c1OCC
    0	-9	-3	-5	-6	-1.7	0	3	-3
48	CC(C)n1c(=O)c2ccccc2n1Cc1cn(-c2ccccc2)nn1
    1	-13	-2	-12	-1	0.1	-2	-3	-1
37	CN(c1ccccc1)C(c1ccc(F)cc1)c1nnnn1C1CCCC1 (stereo unspecified)
    -4	-2	-7	2	9	0.6	-2	20	-2
44	O=C(NCc1ccc(Cl)cc1)c1ccc(COCC(F)(F)F)o1
    2	-13	-4	-6	-5	2.4	0	20	2
41	COc1ccc(NC(=S)N2N=CCC2c2ccccc2)cc1 (stereo unspecified)
    1	-9	-1	2	5	0.6	-2	15	3
31	S=c1[nH]nc(Nc2cccc3ccccc23)s1
    3	-10	0	-2	0	0.7	-6	9	8
51	COc1cc(NCCCCCCN)c2ncccc2c1OC
    1	-14	1	-4	-1	1.1	9	12	5
